# Assay outcomes from PubChem BioAssay.
# C2C12 statin = suppressors of simvastatin-induced myotoxicity in C2C12 myotubes; rescue of ATP level, % at 7.49 µM; 0.78% of 330,000 active; ATP luminescence, 48 h; scaled: DMSO 0, geranylgeraniol control 100; AID 602340;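 active = mean ATP rescue above about 67%, or every replicate alone reaching that limit, limit read from the data, passing the limit was not always enough; inconclusive = no clear call, values can overlap the other calls; inactive = mean under the limit and some replicate under it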;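 note: myotubes were challenged with 10 µM simvastatin during compound exposure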
# PGC1a acetyl inh = PGC1a acetylation modulation, inhibitor mode; U2OS PGC1a acetylation, AlphaScreen anti-acetyl-lysine; with virally co-expressed GCN5 acetyltransferase; inhibition, % at 15.6 µM; 0.17% of 350,000 active;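 active = every replicate shows inhibition of at least 40%; inconclusive = mean inhibition at least 40% but some replicate below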;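 note: 0% = neutral control wells and 100% = positive control wells; some results beyond the cut were filed as inactive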
# PAX8 inh HTS = inhibitors of PAX8 transcriptional activity in RMG-I cells | RMG-I TPO-luciferase reporter, SteadyGlo, 24 h | inhibition, % at 12.6 µM | 1.2% of 360,000 active | AID 652154;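 active = mean replicate inhibition at least 60% with every replicate also reaching 60%; inconclusive = only one of the two criteria is met; inactive = mean below 60% and not all replicates reaching 60%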;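 note: luciferase light reporting Pax8 driven TPO promoter activity; plate controls were median of neutral control wells for no effect and mitoxantrone controls for full effect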
# Cneo AK release = Cryptococcus neoformans lysis via adenylate kinase release | C. neoformans lysis, adenylate kinase release luminescence, 4 h; normalised: neutral wells 0, clomiphene wells 100 | lysis activity, % at 15 µM | 0.2% of 360,000 active;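 active = mean lysis activity across replicates of at least 80%, whatever share of replicates individually reach that level; inactive = mean lysis activity below 80%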
#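 Assay system: C. neoformans cells. Amount: yeast cell density of 5 × 10^6 cells/mL. Technique: AK luminescence. Buffer or medium: YPD. Times: static 4 h at 37 °C with compound, 1 h detection. Dosing: single-point compound dose. Read-out: lysis from increased AK signal.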
# LGR2 inh = Drosophila LGR2 receptor signaling inhibition. 0.35% of 380,000 active. HEK293 LGR2, CRE-luciferase, bursicon-stimulated, 4 h. inhibition, % at 9.99 µM. AID 720647;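 active = drop in luminescence signal, shown as inhibition above about 50% in the replicate tests, limit read from the data, passing the limit was not always enough; inconclusive = probably only some replicates passing the limit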;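 note: agonist challenge used bursicon conditioned medium at about half maximal strength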
# PglD DTNB = inhibitors of Campylobacter jejuni PglD acetyltransferase. purified PglD enzyme, DTNB colorimetric CoA detection. 0.098% of 360,000 active. AID 602405. inhibition, % at 12.5 µM; in the data active = inhibition above about 16%, passing the limit was not always enough; inconclusive = no clear call, values can overlap the other calls; note: strong numbers were not always called active
# ARNT TACC3 PPI = disruptors of human ARNT/TACC3 interaction | AlphaScreen His-ARNT PAS-B/GST-TACC3 binding, luminescence; TACC3 fragment carries E629A point mutation | 0.66% of 390,000 active | AID 623870 | inhibition, % at 9.99 µM | Q9Y6A5;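 active = mean inhibition of replicates at least 50% and at least half of replicates each reaching 50%; inconclusive = half or more replicates reach 50% but mean below 50%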;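 note: 0% = complete ARNT plus TACC3 wells and 100% = ARNT alone without TACC3; many hits fall short of the cut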
# INS-1E GSIS act = primary screen for activators of insulin secretion dependent on glucose, INS-1E cells, GLuc reporter luminescence; 0.61% of 370,000 active; activation, % at 16.6 µM; INS-1E GLuc reporter insulin secretion, 2-3 h; AID 743287;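 active = lowest replicate activation of at least 40%, so every replicate reaches that level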;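 note: 0% = median of neutral control wells and 100% = median of IBMX positive control wells; some compounds called inactive have numbers as strong as hits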
# * hit, by the source's call; ? = inconclusive; · = not tested or not shown; & = joins results of further samples. Compounds were not picked by outcome; about 2.9% have a hit in one of these screens.
SMILES,C2C12 statin,PGC1a acetyl inh,PAX8 inh HTS,Cneo AK release,LGR2 inh,PglD DTNB,ARNT TACC3 PPI,INS-1E GSIS act
Cc1ccc2nc(SCC(=O)NCCCN3CCCC3=O)[nH]c2c1,-5,·,23,1,-7,2,-6,3
O=C(CC1CC1)Nc1ccc2c(c1)[C@@H]1C[C@@H](CC(=O)N3CCc4ccccc4C3)O[C@@H](CO)[C@@H]1O2,10,11,·,21,-2,-2,-2,-11
Cc1ccc(S(=O)(=O)N2CCN3CCCC3C2)cc1 (stereo unspecified),-2,10,15,-1,-10,-2,-4,3
O=C(NCCSCc1c(F)cccc1Cl)c1ccc(CN2CCOCC2)cc1,·,-4,11,-2,0,-4,0,-19
c1ccc(CSc2nnc(-c3ccco3)n2Cc2ccco2)cc1,21,·,·,2,·,0,1,·
Cc1ccccc1NC(=S)/C(=C(\[O-])c1cc(C)n(Cc2ccccc2Cl)c1C)[n+]1ccccc1,·,2,28,·,-33,·,-2,-23
Cc1sc2ncnc(NCC3COc4ccccc4O3)c2c1C (stereo unspecified),·,·,22,·,12,·,-2,-53
CCCNC(=O)N1[C@H](C#N)[C@H](c2ccc(-c3ccc(C(=O)N(C)C)cc3)cc2)[C@@H]1CO,1,-9,-5,2,6,3,-10,-43
Cc1sc(NC(=O)/C=C/c2ccco2)c(C(=O)OC(C)C)c1C,·,·,17,·,7,·,-5,-6
O=C(NCc1ccc(F)cc1)[C@@H]1[C@@H](CO)[C@@H]2Cn3c(cccc3=O)[C@H]1N2C(=O)c1cnccn1,11,·,2,-1,7,-1,-2,7
O=C(NCC[C@@H]1CC[C@H](NS(=O)(=O)c2ccccc2)[C@@H](CO)O1)c1ccccc1F,2,?,-10,53,21,3,3,17
COc1cccc(NC(=S)NC2CC3CCCC(C2)N3C2CCCC2)c1 (stereo unspecified),·,7,-9,·,7,·,-3,4
Cc1cc(C)nc(SCc2nnc(SCC(=O)Nc3nc(-c4ccccc4)cs3)n2-c2ccccc2)n1,30,13,28,-1,·,1,-3,·
CCOc1nc(NCCN2CCOCC2)nc(NC(C)C)n1,8,-6,-3,0,·,-2,-2,·
O=C(CSc1ccc2nnc(-c3ccccc3)n2n1)N1CCCCC1,·,6,7,·,-4,·,-2,9
COCC#Cc1ccc2c(c1)O[C@H](CN(C)C(=O)C1CCOCC1)[C@H](C)CN([C@@H](C)CO)S2(=O)=O,-14,6,·,0,0,1,-4,16
Cc1noc(C)c1S(=O)(=O)Nc1ccc2c(c1)C(=O)N([C@H](C)CO)C[C@@H](C)[C@H](CN(C)CC1CC1)O2,-20,-19,-14,-1,-5,0,-2,11
CO[C@H]1CC[C@H]2CCN(C)C(=O)[C@@H](C)[C@H](OC)CN(C)C(=O)c3cccc(C#N)c3OC[C@@H]1O2,-1,2,-26,52,7,1,4,6
COc1ccc2c(=O)cc(-c3ccncc3)oc2c1OC,4,27,-31,1,-21,-2,8,37
C[C@H](CO)N1C[C@H](C)[C@H](CN(C)Cc2ccc(-c3ccccc3)cc2)Oc2ccc(NC(=O)Nc3ccc(F)cc3)cc2CC1=O,4,-4,·,-2,-14,9,·,-6
O=C(NCCOc1ccccc1)c1cncc(Br)c1,-3,·,·,2,9,-4,-10,20
Cc1cc(C)n(CCN(C)c2nc3nonc3nc2N2CCCCC2)n1,·,·,6,·,0,·,0,4
Cn1cc(S(=O)(=O)NCc2ccc(Cl)cc2)c(=O)n(C)c1=O,-65,7,-5,9,-1,-4,-2,6
CCCC(=O)Nc1ccc2c(c1)C(=O)N(C)[C@@H]1CC[C@H](CC(=O)NC3CCCC3)O[C@H]1CO2,-18,-1,-3,2,8,3,1,5
C[C@@H]1CCCCO[C@@H](CN(C)CC2CC2)[C@@H](C)CN([C@H](C)CO)C(=O)c2cc(NC(=O)c3ccncc3)ccc2O1,-36,1,-24,1,-8,-1,·,21
O=c1c2ccc(Cl)cc2[nH]c(=S)n1CCCN1CCOCC1,-2,·,-4,0,0,-1,0,22
O=C1C=C(NCc2ccc(Cl)cc2Cl)C2(CCCCC2)O1,9,11,·,-1,1,5,-5,-17
C[C@@H](O)C#Cc1ccc([C@H]2[C@H]3CN(S(=O)(=O)Cc4ccccc4)CCCCN3[C@H]2CO)cc1,19,0,-3,-2,-10,13,-16,-13
O=C(O)C1CC(=O)N(C2CCCCCC2)C1 (stereo unspecified),-8,-7,·,2,·,-1,-3,·
CCN(Cc1ccccc1)S(=O)(=O)c1ccc(C(=O)N(CCCN(C)C)c2nc3ccc(F)cc3s2)cc1,-6,7,10,0,-10,0,5,-6
Cc1cccc(C#Cc2ccccc2)n1,-1,-9,-188,-1,·,1,-6,·
COc1ccc(S(=O)(=O)N[C@@H]2CC[C@@H](CC(=O)NCCc3ccccc3)O[C@H]2CO)cc1,-5,5,-5,·,13,2,·,5
CN1C(=O)C(C)(C)c2cc(S(=O)(=O)N3CCCCCC3)ccc21,6,·,4,-2,21,-2,-4,12
CCOc1ccc(Br)cc1S(=O)(=O)Nc1ccc(C(=O)Nc2ccccc2OC)cc1,·,-4,13,0,·,0,-1,·
CN(C)c1ccc(C(CNS(=O)(=O)c2ccc(F)c(F)c2)c2c[nH]c3ccccc23)cc1 (stereo unspecified),4,2,44,1,-3,4,·,-28
CCC(=O)N1CCc2cc(S(=O)(=O)NCCC(=O)N3CCN(c4cccc(C)c4)C(C)C3)ccc21 (stereo unspecified),11,5,12,2,3,-1,-4,2
COC(=O)C1=C(C)N(Cc2ccccc2)C(=O)N[C@H]1c1cccs1,12,-4,6,1,11,-2,0,-5
Cc1ccc(C(c2cc(Br)ccc2O)N2CCSCC2)cc1 (stereo unspecified),30,4,-7,-12,·,-13,-1,·
Cc1ccc(NC(=O)C2CCC(N3C(=O)C4CCCCC4C3=O)CC2)cc1 (stereo unspecified),34,-2,-29,-1,14,-7,·,-6
COCCNC(=O)C[C@@H]1CC[C@H]2[C@@H](COC[C@@H](O)CN2S(=O)(=O)c2ccccc2F)O1,-16,0,-8,3,7,2,0,11
CCN1CCN(C(=O)c2cc3cc4ccc(OC)cc4nc3s2)CC1,-17,-19,-63,2,·,0,35,·
C[C@@H]1CN([C@H](C)CO)C(=O)c2cccc(NS(=O)(=O)c3ccc(F)cc3)c2O[C@H]1CN(C)S(=O)(=O)c1cccs1,7,3,·,-5,-7,-2,-1,2
CCOC(=O)N1CCN(C(=O)c2ccc(OCC)c(OCC)c2)CC1,0,7,·,0,·,11,-16,·
COc1ccc(-c2noc(C3CCCN(C(=O)c4cccc(F)c4)C3)n2)cc1 (stereo unspecified),1,·,5,1,-4,1,-2,-14
CCC1CN(C(=O)NCc2ccc(F)cc2)c2cc(Cl)ccc2O1 (stereo unspecified),?,-6,-11,1,3,0,-6,-59
CO[C@H]1CN(C)C(=O)c2cc(NS(=O)(=O)CC(F)(F)F)ccc2OC[C@H](C)N(Cc2nccs2)C[C@H]1C,0,18,·,46,12,0,1,-9
O=C(NCCOC(=O)c1c(F)cccc1Cl)c1c(F)cccc1Cl,8,-2,-8,0,-14,2,-4,0
Cc1noc(C)c1NC(=O)Nc1ccc2c(c1)C(=O)N([C@@H](C)CO)C[C@H](C)[C@@H](CN(C)S(=O)(=O)c1ccc(F)cc1)OCCCC[C@H](C)O2,·,-4,9,50,-13,-1,-2,-12
C[C@H]1CN([C@@H](C)CO)C(=O)c2cc(C#CCC3CCCC3)cnc2O[C@@H]1CN(C)C(=O)c1cnccn1,3,-28,·,3,-11,-3,3,7
O=C(/C=C/c1ccccc1)NCCc1c[nH]c2ccccc12,2,·,18,-1,0,1,2,-4

# Next part
SMILES,C2C12 statin,PGC1a acetyl inh,PAX8 inh HTS,Cneo AK release,LGR2 inh,PglD DTNB,ARNT TACC3 PPI,INS-1E GSIS act
O=C(Nc1nnc(-c2ccccc2Cl)s1)C1CCN(S(=O)(=O)c2ccc(Cl)cc2)CC1,·,·,9,·,14,·,-4,-12
CCN(CC)c1nc(N)c2c(N)n(-c3ccccc3C)c(=S)c(C#N)c2c1C#N,3,0,10,1,·,-3,26,·
O=C(COc1cccc(Cl)c1)N/N=C\c1cc2ccccc2nc1Cl,·,2,7,0,9,5,-2,6
CC(C)c1ccc(NC(=O)C2(C)Cc3c(-c4ccc5c(c4)OCO5)ccnc3O2)cc1 (stereo unspecified),-8,·,-16,0,-7,5,·,1
COC(=O)c1ccc(NC(=S)NC(=O)c2c(-c3ccccc3)noc2C)cc1,·,·,5,·,-6,·,2,-3
CN1C(C(=O)NCc2ccco2)CC2Cn3c(nc4ccccc43)C21 (stereo unspecified),3,2,13,0,-4,-1,2,9
COc1ccc(CCn2nnnc2C(c2ccc(Cl)cc2)N2CCN(C)CC2)cc1OC (stereo unspecified),8,4,·,-4,·,-2,-2,·
Cc1ccc(S(=O)(=O)N(C)C)cc1NC(=O)COC(=O)Cc1cccs1,-1,·,-1,-2,-1,0,-25,1
CCN(CC)CCCn1c(=S)[nH]c2cc(Cl)ccc2c1=O,3,-71,·,3,-2,4,-3,1
CC1=C(C(=O)OC(C)C)C(c2cccc(F)c2)n2ncnc2N1 (stereo unspecified),-25,·,2,1,·,-2,3,·
CCCOC(=O)c1cc(=O)[nH]c2ccccc12,14,7,·,2,-6,7,7,24
Cc1ccc(C(=O)Nc2cccnc2)cc1S(=O)(=O)N1CCOCC1,·,2,11,3,·,2,5,·
Cc1ccc(S(=O)(=O)N2CCCCC2)cc1NC(=O)CN1CCCC1c1cccs1 (stereo unspecified),1,2,-8,0,-2,-5,·,-15
COc1ccc(CCNC(=O)CSc2nncs2)cc1,·,·,-5,·,6,·,-12,-4
Cc1cc(NC(=O)CSc2nnc(-c3cccnc3)n2Cc2ccccc2)no1,6,2,-8,-1,12,1,24,8
CO/N=C/NC(=O)c1ccc([N+](=O)[O-])c(CS(=O)(=O)c2ccc(Cl)cc2)c1,-11,8,·,0,·,0,-31,·
COc1cccc(S(=O)(=O)N(C)C[C@@H]2OCc3cnnn3CCCC(=O)N([C@H](C)CO)C[C@H]2C)c1,1&-8,-3&2,6&-19,0&-11,-3,-6&1,4,9&5
CCOC(=O)c1cccc(NS(=O)(=O)c2c(C)[nH]c(C)c2C(=O)N2CCCC2)c1,-2,-12,-3,11,-10,-2,3,-5
CS(=O)(=O)c1ccc(Cl)c(NC(=O)CSc2nnc(-c3cccs3)n2N)c1,1,·,-10,1,25,2,1,14
C[C@H](CO)N1C[C@H](C)[C@H](CN(C)S(=O)(=O)c2cccs2)OCCCC[C@H](C)Oc2ccc(NS(=O)(=O)c3ccccc3)cc2C1=O,·,-1,56,1,16,-154,-2,-9
CCCNC(=O)N(C)C[C@@H]1Oc2ncc(C#CC3CC3)cc2C(=O)N([C@H](C)CO)C[C@H]1C,25,7,·,0,10,0,-8,12
CCCNC(=O)[C@@H]1[C@@H](CO)[C@@H]2Cn3c(ccc(-c4cccc(F)c4)c3=O)[C@H]1N2C(=O)CC,12,-6,-3,-3,-13,0,-8,8

# For reference, some entries already given.
SMILES,C2C12 statin,PGC1a acetyl inh,PAX8 inh HTS,Cneo AK release,LGR2 inh,PglD DTNB,ARNT TACC3 PPI,INS-1E GSIS act
CCCNC(=O)N(C)C[C@@H]1Oc2ncc(C#CC3CC3)cc2C(=O)N([C@H](C)CO)C[C@H]1C,25,7,·,0,10,0,-8,12
CCCNC(=O)[C@@H]1[C@@H](CO)[C@@H]2Cn3c(ccc(-c4cccc(F)c4)c3=O)[C@H]1N2C(=O)CC,12,-6,-3,-3,-13,0,-8,8
